# High-throughput results deposited in PubChem by several laboratories.
# C-LANA FP: blocks KSHV LANA C-terminal domain binding to DNA; 340,000 compounds, 0.078% hits; inhibition, % at 9 µM; AID 504423; MBP-C-LANA/FAM-LBS DNA binding, fluorescence polarization;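 active = highest replicate inhibition at or above 60% at 9 µM, even if other replicates fall short; inactive = all replicates below 60% inhibition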;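 note: 0% = neutral control wells and 100% = 4 µM acridine orange control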
# Keap1-Nrf2 PPI: disrupts human Keap1 binding to Nrf2 peptide; Keap1 Kelch-Nrf2 peptide fluorescence polarization, 1536-well; inhibition, % at 9.4 µM; 340,000 compounds, 0.15% hits; Q14145; AID 504523; in the data active = inhibition above about 12%;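 note: human Keap1 Kelch domain with fluorescein labeled Nrf2 9mer peptide probe; 0% = neutral control wells and 100% = peptide positive control; higher means more block of Keap1 binding to Nrf2 peptide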
# RTF Ca sens act: cardiac RTF calcium sensitization; P19429+P45379; IANBD-labeled TnC RTF fluorescence at EC20 calcium; 0% EC20 calcium, 100% full calcium; activation, % at 7.2 µM; 340,000 compounds, 0.24% hits;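 active = activation above the mean over all tested compounds plus 3 SD, cut at about 30% in these data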;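 note: rise in fluorescence read as greater calcium sensitivity of cardiac thin filaments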
# Mot1-301 SUMO: blocks SUMOylation pathway, rescuing yeast Mot1-301 growth; S. cerevisiae Mot1-301 growth rescue, ATP luminescence, 38.5C; percent above DMSO median, 100 means doubled; growth rescue, % at 18.8 µM; 320,000 compounds, 1% hits;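 active = every valid replicate shows activation above 250% relative to neutral control wells; inactive = the rest, any valid replicate at or below 250%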;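 note: OY570 slx delta 5 strain wells were the positive control but not used for scaling; some compounds called inactive have numbers as strong as hits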
# dFosB act: mouse delta FosB homodimer activation | AID 493131 | 340,000 compounds, 0.99% hits | purified delta FosB, TAMRA-CDK5 oligo fluorescence polarization; percent of positive-control signal above neutral wells | activation, % at 25 µM;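 active = mean activation above about 17%, with every replicate also reaching it, limit read from the data, passing the limit was not always enough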;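 note: fluorescence polarization rise as delta FosB binds a TAMRA Cdk5 AP-1 oligo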
# Target sequence (P13346 whole entry, looked up): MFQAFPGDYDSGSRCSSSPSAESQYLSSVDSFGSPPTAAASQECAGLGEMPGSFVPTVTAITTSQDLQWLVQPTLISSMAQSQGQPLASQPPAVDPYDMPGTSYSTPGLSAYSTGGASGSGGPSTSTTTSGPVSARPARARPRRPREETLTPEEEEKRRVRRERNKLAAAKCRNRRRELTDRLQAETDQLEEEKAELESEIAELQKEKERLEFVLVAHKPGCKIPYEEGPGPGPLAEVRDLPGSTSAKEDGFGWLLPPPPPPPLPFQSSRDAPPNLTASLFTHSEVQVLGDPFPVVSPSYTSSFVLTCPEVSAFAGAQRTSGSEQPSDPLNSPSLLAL
# Rtt109 Vps75: C. albicans Rtt109 histone acetyltransferase inhibition | Q5AAJ8 | purified Rtt109/Vps75, ThioGlo CoA-SH fluorescence, 4 h | inhibition, % at 34.9 µM | 330,000 compounds, 0.16% hits | AID 540336;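 active = inhibition of at least 50% in every replicate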
# Target sequence (Q5AAJ8 whole entry, looked up): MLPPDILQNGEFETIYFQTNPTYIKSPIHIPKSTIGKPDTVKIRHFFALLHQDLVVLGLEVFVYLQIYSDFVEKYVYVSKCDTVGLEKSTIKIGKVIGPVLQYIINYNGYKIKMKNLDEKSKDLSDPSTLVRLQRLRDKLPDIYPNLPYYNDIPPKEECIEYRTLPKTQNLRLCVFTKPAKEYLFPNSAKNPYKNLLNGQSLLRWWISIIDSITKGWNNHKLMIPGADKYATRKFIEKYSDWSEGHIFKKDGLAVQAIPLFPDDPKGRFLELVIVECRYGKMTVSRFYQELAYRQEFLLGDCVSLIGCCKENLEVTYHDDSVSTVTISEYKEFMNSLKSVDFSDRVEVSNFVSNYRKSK
# PvdQ inh: blocks Pseudomonas aeruginosa PvdQ acylase activity; inhibition, % at 10 µM; AID 488965; 340,000 compounds, 0.063% hits; purified PvdQ acylase, fluorescence plate reader; in the data active = inhibition above about 30%, passing the limit was not always enough;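 note: 0% = vehicle neutral wells and 100% = reference inhibitor wells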
# PfHsp90 yeast 2: reduces growth (ATP signal) of yeast expressing P. falciparum Hsp90; inhibition, % at 9.4 µM; 310,000 compounds, 0.32% hits; S. cerevisiae expressing PfHsp90, BacTiter-Glo ATP, 48 h; yeast lacking PDR1 and PDR3 efflux regulators;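 active = every replicate shows inhibition above about 80%, whatever the replicate mean, limit read from the data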;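 note: 0% = DMSO neutral controls and 100% = 20 µM radicicol positive controls; yeast relying on Plasmodium falciparum Hsp90 in place of its own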
# CDK5 p35 inh: blocks human CDK5/p35 kinase activity | inhibition, % at 10 µM | AID 488839 | 330,000 compounds, 0.01% hits | Q00535+Q15078 | Recombinant CDK5/p35, ADP-Glo luminescence, 60 min;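 active = highest replicate inhibition of at least 50% and at least 75% of replicates reaching 50%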;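 note: plate controls were DMSO neutral control for no effect and GW8510 at 10 µM for full effect; many of its hits are not listed in these tables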
# RTF Ca sens inh: cardiac RTF calcium desensitization | P19429+P45379 | IANBD-labeled cardiac RTF, Ca2+ fluorescence | inhibition, % at 7.15 µM | 340,000 compounds, 0.12% hits;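 active = inhibition above the mean inhibition of all tested compounds plus 3 SD, cut at about 17% in these data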;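 note: assay run at fixed EC70 calcium of 1.6 mM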
# NSD2 inh: inhibitors of human histone methyltransferase NSD2. AID 743445. 310,000 compounds, 0.54% hits. O96028. inhibition, % at 12.5 µM. NSD2 peptide methylation, AlphaScreen, 120 min; in the data active = inhibition above about 50%
# An asterisk follows results filed as active; i = inactive; · = not tested or not shown.
SMILES,C-LANA FP,Keap1-Nrf2 PPI,RTF Ca sens act,Mot1-301 SUMO,dFosB act,Rtt109 Vps75,PvdQ inh,PfHsp90 yeast 2,CDK5 p35 inh,RTF Ca sens inh,NSD2 inh
CC1(C)CC(O)(CCNCc2ccc3c(c2)OCO3)CCO1 (configuration not stated),1.2,-1,2,-12,-7,5,-10,-80,-0.9,-13,-2
Cc1ccc(S(=O)(=O)N2Cc3ccccc3CC2C(=O)NC(C)(C)C)cc1 (configuration not stated),2.4,3,5,-2,-3,10,-2,16,0.9,-3,-3
COc1cc(OC)cc(C(=O)N2CCC(N3CCCCCC3)CC2)c1,-0.6,-8,1,-8,3,7,16,10,0.3,-13,10
O=C(CN(c1ccccc1F)S(=O)(=O)c1ccccc1)NC1CCCCCC1,-0.8,-3,9,1,-10,-9,-14,23,-3.8,-8,-2
COc1ccc(S(=O)(=O)N2CCN(C)CC2c2ccccc2)cc1OC (configuration not stated),0.5,-4,0,·,0,0,-14,21,1.5,0,4
CCOC(=O)Nc1ccc2c(c1)N(C(=O)C(C)N1CCCC1)c1ccccc1CC2 (configuration not stated),-0.7,2,-2,-2,-4,-3,-5,-38,0.0,-8,·
CCOC(=O)Cn1nnnc1C(C(C)C)N(Cc1cccs1)Cc1cc2cc(C)ccc2[nH]c1=O (configuration not stated),-0.3,6,-3,-4,-11,·,-3,·,-0.1,0,7
COC(=O)c1ccc(NC(=O)CSc2n[nH]c(-c3ccncc3)n2)cc1,1.2,-4,-4,451,-9,-9,-5,-5,0.5,3,0
CN(C)c1ccc(/C=N/n2ncc3ccccc32)cc1,-1.0,-8,1,-7,-6,8,-13,7,1.8,-4,·
COc1cccc(NC(=O)CN(C)C(=O)C2CCN(C(=O)c3ccccc3C)CC2)c1,2.4,0,2,0,1,-5,14,·,-0.9,-6,-1

# Arranged by the number under PfHsp90 yeast 2 (falling): some entries from above.
Structure,PfHsp90 yeast 2
Cc1ccc(S(=O)(=O)N2Cc3ccccc3CC2C(=O)NC(C)(C)C)cc1 (configuration not stated),16
CN(C)c1ccc(/C=N/n2ncc3ccccc32)cc1,7
CC1(C)CC(O)(CCNCc2ccc3c(c2)OCO3)CCO1 (configuration not stated),-80

# (more compounds)
SMILES,C-LANA FP,Keap1-Nrf2 PPI,RTF Ca sens act,Mot1-301 SUMO,dFosB act,Rtt109 Vps75,PvdQ inh,PfHsp90 yeast 2,CDK5 p35 inh,RTF Ca sens inh,NSD2 inh
COc1ccccc1CNS(=O)(=O)c1c(C)[nH]c(C)c1C(=O)N1CCCCC1,-0.7,0,-2,7,-5,23,6,5,-1.0,6,2
CCCNC(=O)Nc1ccccc1SC,0.6,-2,-1,10,-9,·,-7,-5,1.4,-5,-3
O=C1c2ccccc2-c2cccc(C(=O)N3CCCCC3)c21,0.1,-2,-7,22,-3,3,-3,-6,0.5,3,37
COc1cc(C2C(C(=O)c3ccco3)=C(O)C(=O)N2CC2CCCO2)ccc1O (configuration not stated),-0.7,-1,0,-4,-4,7,-17,-9,-0.8,-6,0
Cc1ccc2nc(Cl)c3cc(C(=O)NCCCN4CCCC4)sc3c2c1,-5.7,-3,2,3,-92,1,-16,4,0.2,-6,·
Cn1c(NC(=O)c2ccc3c(c2)OCO3)cc(=O)n(C)c1=O,-0.4,-3,1,5,-3,-5,3,3,5.1,-1,·
CCCCn1c(N)c(N(CC)C(=O)c2ccc(N3CCCC3=O)cc2)c(=O)[nH]c1=O,0.0,-5,9,-7,-6,-4,2,16,0.7,-7,-2
O=C(Nc1ccc(Cl)cc1)Nc1ccccc1C(=O)O,0.6,7,11,7,-2,2,-1,15,0.2,-3,-8
CCCCNS(=O)(=O)c1ccc2nc(SCC(=O)Nc3sccc3C#N)[nH]c2c1,-0.6,-4,3,-24,-14,11,-22,2,-0.7,4,7
CC(Oc1ccccc1)C(=O)Nc1nc2c(s1)C(=O)CC(C)(C)C2 (configuration not stated),0.0,0,0,-6,9,-4,-11,-1,-1.2,-10,3
CC1C(=O)N2CCCc3cc(S(=O)(=O)NCc4ccccc4Cl)cc1c32 (configuration not stated),2.0,5,-1,5,-10,-8,-12,7,1.1,-4,-1
COc1ccc(N(C(=O)C(C)C)S(=O)(=O)c2ccc3c(c2)n(C)c(=O)n3C)cc1,-1.2,-5,3,154,-4,0,-17,6,-0.5,-1,35
CCc1cccc(N(C(=O)c2csnn2)C(C(=O)NC(C)(C)CC)c2ccccn2)c1 (configuration not stated),-0.5,-4,2,318,-7,-9,10,-11,-6.9,5,1
O=C(CN1CCCCCC1)Nc1ccccc1C(=O)Nc1ccccc1,0.7,1,-2,254,-8,10,-8,5,0.6,-16,-1
COC1(OC)N=C(N)C2(C#N)C(c3cccc(Oc4ccccc4)c3)C12C#N (configuration not stated),-3.9,-3,-3,-7,-4,0,-9,-2,0.1,3,1
COCCN1C(=O)C(=O)/C(=C(/O)c2ccc(S(=O)(=O)N3CCOCC3)cc2)C1c1cccc([N+](=O)[O-])c1 (configuration not stated),0.0,2,-4,-2,0,7,-5,11,0.8,-3,3
CCN(CC)C(=O)C(=O)N/N=C/c1ccc(C(=O)O)cc1,0.5,-2,7,-3,-7,-3,-16,0,1.5,-10,-3
O=C(COc1ccc(Cl)cc1)NCCSc1ccccc1,0.8,-2,2,-4,3,1,-2,·,1.6,-8,-2
Cc1cc(/C=N/NC(N)=S)c(O)c(/C=N/NC(N)=S)c1,32,0,166*,-10,-10,-26,-2,-22,0.4,-266,2
CCCn1c(-c2cccs2)nc2nc3ccccc3nc21,1.1,-1,1,-6,-34,i,-13,-28,-0.8,-3,-6
COc1ccc(/C=C(\NC(=O)c2ccccc2)C(=O)NCC2CCCO2)cc1 (configuration not stated),2.1,-6,0,-5,-2,3,4,4,-0.8,1,-5
CCc1cccc2c(C(=S)N3CCCC3)c[nH]c12,0.9,3,1,-4,0,2,-8,-7,-2.1,-11,3
Cc1ccc(C(=O)Nc2cc(C)c(OCC(=O)N3CCOCC3)c(C)c2)cc1,-0.4,0,5,9,-6,·,8,2,0.0,0,-2
Cc1nnsc1S(=O)c1ccc(Cl)cc1 (configuration not stated),-2.1,-2,-2,-2,-5,·,7,10,-2.5,-8,31
O=C(O)CC1(CC(=O)NCc2csc(-c3cccs3)n2)CCCCC1,0.6,-3,13,18,-5,-6,-16,-10,0.2,-4,-7
CC(C)c1ccc(Nc2cnn(C34CC5CC(CC(CC(=O)O)(C5)C3)C4)c(=O)c2Cl)cc1,-0.3,-2,-3,-9,-6,4,0,-21,0.8,-3,0
COc1ccc(NC(=O)N2CCC(n3nnc4cc(C)ccc43)CC2)cc1,1.0,3,1,2,-8,-9,1,·,-0.5,10,7
COc1ccc(C(CC(=O)N2CCCCC2)C(C)C)cc1 (configuration not stated),-0.8,1,-8,-20,1,4,-7,7,0.1,3,-2
Cc1cc(=O)oc2cc(OCC(=O)OCC(=O)N(C)C3CCS(=O)(=O)C3)ccc12 (configuration not stated),-2.9,1,4,13,-2,-4,-11,7,1.5,-11,-1
CCCCc1ccc(NC(=O)CN2NS(=O)(=O)c3ccccc3C2=O)cc1,1.9,-2,1,61,-13,3,-21,-20,0.2,-10,-3
CC1Cc2cc(-c3csc(NC(=O)CCl)n3)ccc2N1C(=O)C1CC1 (configuration not stated),0.0,-1,-3,·,-4,-1,-11,20,-2.6,1,-2
CN(C)C(=O)NC(Nc1ccc(Cl)cc1Cl)C(Cl)(Cl)Cl (configuration not stated),0.7,-4,-8,-4,-12,-27,-12,-22,0.5,2,-3
Nc1nc(SCc2ccc(Cl)cc2)ns1,-0.8,-5,0,·,-7,1,-12,-24,0.9,-1,1
Clc1ccccc1CN(Cc1ccccc1)c1ncnc2nc[nH]c12,3.6,1,-6,-24,-20,-1,-14,-15,-0.2,-17,-4
CN(C(=O)COC(=O)c1c2c(nc3ccccc13)CCCC2)c1c(N)n(Cc2ccccc2)c(=O)[nH]c1=O,-1.2,0,0,0,-16,3,-8,30,0.0,-3,1
COC(=O)c1ccc(COC(=O)C2CCN(S(=O)(=O)c3ccccc3C(=O)OC)CC2)cc1,0.4,0,-6,-14,-5,-3,-3,-7,-1.4,-3,-1
CC(C)[C@H](NC(=O)NC1CCCc2ccccc21)C(=O)O (some centres not stated),-3.7,-2,-1,-1,-4,-3,7,3,4.2,16,1
CN1C(=O)/C(=C/c2cccc([N+](=O)[O-])c2)C(=O)N1c1ccccc1,0.6,4,4,17,-2,-8,-4,-1,-5.5,-2,39
COc1cccc(C(=O)/C=C/Nc2ccc(S(=O)(=O)Nc3cc(OC)nc(OC)n3)cc2)c1,-1.0,-2,-1,-10,-3,-18,-7,-18,-1.8,-4,0
COc1ccc(N2CCN(C(CNC(=O)C(=O)NC3CCCC3)c3ccco3)CC2)cc1 (configuration not stated),-0.1,-3,-2,-13,-5,-1,-16,·,-0.5,-11,-4
CCOc1ccc(S(=O)(=O)/N=C(/Nc2ccc(C(C)=O)cc2)c2ccccc2)cc1,-1.1,-2,0,24,-13,-8,-4,33,2.8,-24,5
CC(Nc1ccccc1)c1cccnc1 (configuration not stated),0.1,1,0,7,1,1,-14,-18,-1.2,10,0
Cc1noc(C)c1COc1ccc(C(=O)N2CCCC(C(N)=O)C2)cc1 (configuration not stated),1.1,4,0,0,-3,-4,0,-6,0.3,-2,0
COc1ccc(-c2cc(C(=O)NCCCN3CCCC3=O)c3ccccc3n2)cc1OC,-1.0,-2,1,2,1,7,11,·,-1.9,0,-2
CN(c1ccccc1)S(=O)(=O)c1ccc(NC(=O)C2CCCCC2C(=O)O)cc1 (configuration not stated),0.8,1,-2,-7,-3,-6,-17,-29,1.0,-8,-1
CC1=C(C(=O)OCCOc2ccccc2)C(c2coc3ccccc3c2=O)C2=C(CCCC2=O)N1 (configuration not stated),-0.1,3,-1,-15,-13,-4,-10,-12,3.4,-2,2
CCCN(CC(=O)Nc1ccccc1C)C(=O)/C=C/c1ccc(S(=O)(=O)N2CCCCCC2)cc1,-1.1,-3,-2,-10,-3,9,-4,·,-0.8,-9,1
COc1ccc(OC)c(Nc2ncnc3c2cnn3-c2cccc(C)c2)c1,0.7,0,6,-7,-4,0,-9,-3,-1.7,2,1
CC(=O)N(Cc1cccs1)C1CCOC(C)(C)C1 (configuration not stated),0.9,1,-2,4,-3,-11,-14,-15,-2.0,2,-1

# Arranged by heavy-atom count (descending): part of the list above
SMILES,C-LANA FP,Keap1-Nrf2 PPI,RTF Ca sens act,Mot1-301 SUMO,dFosB act,Rtt109 Vps75,PvdQ inh,PfHsp90 yeast 2,CDK5 p35 inh,RTF Ca sens inh,NSD2 inh
CC1=C(C(=O)OCCOc2ccccc2)C(c2coc3ccccc3c2=O)C2=C(CCCC2=O)N1 (configuration not stated),-0.1,3,-1,-15,-13,-4,-10,-12,3.4,-2,2
COc1ccc(OC)c(Nc2ncnc3c2cnn3-c2cccc(C)c2)c1,0.7,0,6,-7,-4,0,-9,-3,-1.7,2,1
CC(=O)N(Cc1cccs1)C1CCOC(C)(C)C1 (configuration not stated),0.9,1,-2,4,-3,-11,-14,-15,-2.0,2,-1
